From PubChem BioAssay
GPR151 ag: human GPR151 activation | PathHunter beta-arrestin GPR151 cells, luminescence | Q8TDV0 | 650,000 tested, 1% active | activation, % at 11.2 µM; in the data active means activation above about 4.9%;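 further: 0% = median of compound wells and 100% = cells with positive control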
Target sequence (Q8TDV0 whole entry, looked up): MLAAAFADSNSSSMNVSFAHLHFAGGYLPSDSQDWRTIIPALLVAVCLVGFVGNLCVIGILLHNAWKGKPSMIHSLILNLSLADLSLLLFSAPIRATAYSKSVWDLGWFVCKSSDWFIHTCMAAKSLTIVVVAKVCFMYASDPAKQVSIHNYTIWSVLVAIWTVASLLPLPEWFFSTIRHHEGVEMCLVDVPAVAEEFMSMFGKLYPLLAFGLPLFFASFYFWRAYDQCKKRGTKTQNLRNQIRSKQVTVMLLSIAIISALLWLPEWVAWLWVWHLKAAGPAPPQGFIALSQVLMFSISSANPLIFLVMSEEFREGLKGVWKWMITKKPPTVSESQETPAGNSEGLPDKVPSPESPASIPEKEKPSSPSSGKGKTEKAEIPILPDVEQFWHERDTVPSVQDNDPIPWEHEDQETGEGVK
MITF inh: human MITF inhibition, primary screen. inhibition, % at 2.6 µM. 650,000 tested, 0.91% active. AlphaScreen MITF homodimerization, bead proximity signal. O75030; in the data active means inhibition above about 50%;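 further: 0% = vehicle wells with protein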
Target sequence (O75030 whole entry, looked up): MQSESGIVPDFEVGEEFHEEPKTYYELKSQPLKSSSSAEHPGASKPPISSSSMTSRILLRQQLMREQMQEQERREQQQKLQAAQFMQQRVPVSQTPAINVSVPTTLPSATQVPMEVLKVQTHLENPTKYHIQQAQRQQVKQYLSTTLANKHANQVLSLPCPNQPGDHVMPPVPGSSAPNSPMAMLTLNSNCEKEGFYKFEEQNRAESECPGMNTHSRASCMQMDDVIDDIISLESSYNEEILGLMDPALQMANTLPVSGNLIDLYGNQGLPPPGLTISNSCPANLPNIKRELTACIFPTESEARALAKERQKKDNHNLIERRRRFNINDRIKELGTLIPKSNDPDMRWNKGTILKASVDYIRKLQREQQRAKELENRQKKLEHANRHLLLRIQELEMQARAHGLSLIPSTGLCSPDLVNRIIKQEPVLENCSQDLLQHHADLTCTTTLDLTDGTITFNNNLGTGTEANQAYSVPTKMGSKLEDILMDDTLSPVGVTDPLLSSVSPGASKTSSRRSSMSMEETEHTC
FBW7 act: activators of human E3 ligase FBW7. Q969H0. AlphaScreen FBW7–phospho-cyclin E peptide binding, activator screen. normalized activity (activation), % at 26.1 µM. 650,000 tested, 0.13% active. AID 1259310; in the data active means normalized activity above about 1.9%;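 further: purified mutant Fbw7 with reduced substrate affinity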
TEAD-YAP inh: TEAD-YAP interaction inhibition. inhibition, % at 9.12 µM. HEK-TIYL cells, TEAD-Gal4/YAP UAS-luciferase luminescence. 640,000 tested, 1.4% active; in the data active means inhibition above about 32%;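 further: 0% = median of test compound wells and 100% = reference inhibitor wells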
* marks the source's active call; other numbers are inactive results; x = no result given. This is a random part of the collection. Share with any hit: about 3.4%.

Second line of a record – GPR151 ag | MITF inh | FBW7 act | TEAD-YAP inh
O=C(N/N=C/c1cccc(I)c1)c1cccc([N+](=O)[O-])c1
 : -0.1 | -8 | 0.0 | -6
CN(CCO)c1ccc(/C=N/Nc2ncc(C(F)(F)F)cc2Cl)cc1
 : 0.1 | 0 | -0.2 | 0
C=CCc1cccc(/C=N/Nc2nc3ccccc3[nH]2)c1O
 : 1.7 | 16 | -0.2 | -20
CC(C)(C)C(=O)NCCSc1nnnn1-c1ccccc1
 : -1.4 | 10 | 0.3 | 8
COC(=O)c1ccc(CN2CC3(C)CC2CC(C)(C)C3)cc1 (configuration not stated)
 : 0.9 | -23 | 0.1 | -4
Cc1cc(=O)n2ncn(Cc3ccccc3)c2n1
 : 0.4 | -1 | 0.1 | -5
COc1ccc(NS(=O)(=O)c2cc3c4c(c2)CC(=O)N4CCC3)cc1Cl
 : 3.8 | 2 | -0.1 | -1
COc1ccc(NC(=O)c2nn3c(c2Cl)NC(c2cccs2)CC3C(F)(F)F)cc1OC (configuration not stated)
 : -0.3 | 9 | 0.2 | 10
CCSc1nc(SCC)c2c3c([nH]c2n1)COC(C)(C)C3
 : 0.1 | -18 | 0.0 | -17
COc1ccccc1NC(=O)N1CCC(CN2CCc3ccccc3C2)CC1
 : 2.6 | 1 | -0.1 | 5
CC(=O)Oc1ccccc1C(=O)Nc1cc(Cl)ccc1Cl
 : -0.4 | 1 | 0.0 | 20
Cc1ccc(-c2nc3ccccc3c(=O)n2CC(=O)NCc2ccccc2)cc1
 : -1.5 | -1 | 0.1 | -1
CCn1c(N2CCC(C(=O)Nc3ccc(N4CCOCC4)cc3)CC2)nc2ccccc21
 : -0.3 | 9 | 0.1 | 10
Cc1cccc(CN2Cc3cc(Cl)ccc3OC(C)C2)n1 (configuration not stated)
 : -0.1 | 2 | -0.1 | 10
O=C(c1ccco1)N1CCN(S(=O)(=O)c2ccc3c(c2)Cc2cc(S(=O)(=O)N4CCN(C(=O)c5ccco5)CC4)ccc2-3)CC1
 : -0.4 | -1 | -0.1 | -8

Sorted by count of non-hydrogen atoms (largest number first): 7 of the compounds above
Second line of a record – GPR151 ag | MITF inh | FBW7 act | TEAD-YAP inh
O=C(c1ccco1)N1CCN(S(=O)(=O)c2ccc3c(c2)Cc2cc(S(=O)(=O)N4CCN(C(=O)c5ccco5)CC4)ccc2-3)CC1
 : -0.4 | -1 | -0.1 | -8
CCn1c(N2CCC(C(=O)Nc3ccc(N4CCOCC4)cc3)CC2)nc2ccccc21
 : -0.3 | 9 | 0.1 | 10
COc1ccccc1NC(=O)N1CCC(CN2CCc3ccccc3C2)CC1
 : 2.6 | 1 | -0.1 | 5
CN(CCO)c1ccc(/C=N/Nc2ncc(C(F)(F)F)cc2Cl)cc1
 : 0.1 | 0 | -0.2 | 0
C=CCc1cccc(/C=N/Nc2nc3ccccc3[nH]2)c1O
 : 1.7 | 16 | -0.2 | -20
O=C(N/N=C/c1cccc(I)c1)c1cccc([N+](=O)[O-])c1
 : -0.1 | -8 | 0.0 | -6
Cc1cc(=O)n2ncn(Cc3ccccc3)c2n1
 : 0.4 | -1 | 0.1 | -5

Following part
Second line of a record – GPR151 ag | MITF inh | FBW7 act | TEAD-YAP inh
N/C(CC(=O)NC1CCCCC1)=N\OCC(=O)Nc1cccc(Cl)c1
 : 0.1 | -2 | 0.0 | 8
CCOC(=O)c1c(-c2ccccc2)oc2c1cc(NS(=O)(=O)c1ccc(Cl)cc1)c1ccccc12
 : -0.6 | -4 | 0.6 | -8
CCCOC(=O)C(CC)Oc1ccc2c(=O)c(Oc3ccc(OC)cc3)coc2c1 (configuration not stated)
 : 0.1 | 6 | -0.1 | 2
COCCNCC(O)COC1CCCc2ccccc21 (configuration not stated)
 : -0.2 | 16 | -0.1 | 2
CN1CCN(C(=O)CN(c2ccccc2)S(=O)(=O)c2ccccc2[N+](=O)[O-])CC1
 : -1.1 | 19 | 0.1 | 3
Cc1noc(C)c1S(=O)(=O)N(CC(=O)O)c1ccc2c(c1)OCO2
 : -0.1 | 8 | -0.1 | 8
COCCn1nnnc1C(CC(C)C)N1CCN(c2cccc(C(F)(F)F)c2)CC1 (configuration not stated)
 : 1.5 | 14 | 0.2 | 9
O=C(c1cc(-c2ccc(Cl)cc2)on1)N1CCCCC1
 : -0.8 | 10 | 0.5 | -62
Cc1ccccc1-n1c(=S)sc2c(=O)n(-c3ccccc3)c(SCc3cccc([N+](=O)[O-])c3)nc21
 : 0.6 | -4 | -0.2 | -7
O=C1CN(S(=O)(=O)c2ccc(Cl)cc2C(F)(F)F)CCN1
 : 0.9 | -4 | -0.1 | -16
COc1cc(Nc2nc(NCCOc3ccccc3)c3ncn(Cc4ccc(C(F)(F)F)cc4)c3n2)cc(OC)c1OC
 : 0.3 | 17 | 0.2 | 7
COc1ccc(NC(=O)CSc2nnc(-c3c[nH]c4ccccc34)n2C)c(OC)c1
 : 0.1 | -3 | 0.2 | 8
C=CCSc1nc(O)c(CC)c(=O)n1CC=C
 : 0.1 | -4 | 0.1 | 10
CSc1nc2[nH]c3c(c2c2nnnn12)CCCC3
 : 1.0 | -3 | -0.1 | 3
Fc1ccccc1C1C=C(c2cccs2)Nc2nc3ccccc3n21 (configuration not stated)
 : -7.5 | 10 | 0.1 | -38

Part of the list above with just FBW7 act:
compound	FBW7 act
CSc1nc2[nH]c3c(c2c2nnnn12)CCCC3	-0.1
COCCNCC(O)COC1CCCc2ccccc21 (configuration not stated)	-0.1

(more compounds)
Second line of a record – GPR151 ag | MITF inh | FBW7 act | TEAD-YAP inh
C=CCn1c(O)c(C2=c3cc(C)ccc3=NC2=O)sc1=S
 : 0.4 | -8 | -0.2 | 13
O=c1oc2cc(O)ccc2c2c1CCCCC2
 : -1.1 | 10 | 1.0 | 7
Cc1cc(C)nc(SCN2C(=O)c3ccccc3C2=O)n1
 : 1.5 | -8 | 0.1 | -14
CC1CCN(C(c2ccc(F)cc2)c2sc3ncnn3c2O)CC1 (configuration not stated)
 : 1.8 | 10 | 0.0 | -1
COc1ccc(C(c2nnnn2C(C)(C)C)N2CCN3CCCC3C2)cc1 (configuration not stated)
 : -0.7 | 5 | 0.1 | -7
O=C1C2=C(C(c3ccccc3)=NCCN2)C(c2ccc3c(c2)OCO3)N1c1ccccc1 (configuration not stated)
 : 1.4 | 9 | -0.1 | -5
Cc1ccc2c(c1)N(C(=O)N1CCC(C(=O)NCCCc3ccccc3)CC1)CCO2
 : 0.9 | -3 | 0.1 | 7
CCN(CC)c1cc(-c2ccc(F)cc2)nc(-c2ccccn2)n1
 : 1.4 | 58* | -0.1 | 53*
CC(=O)Nc1ccc(C(=O)N2CCOCC2)cc1
 : -0.8 | 13 | 0.6 | 7
O=C(c1ccco1)N1CCN(Cc2ccc3c(c2)OCO3)CC1
 : -1.4 | 62* | 0.2 | -3
CC(C)(C)c1cc(C(=O)Nc2nc3ccccc3s2)ccn1
 : -0.3 | -13 | 0.1 | -89
CSc1ccccc1N1C(=O)[C@@H]2C[C@H]1CN2C(=O)c1cccc2c(C)c(C)[nH]c12
 : 1.7 | 0 | 0.0 | 10
COC(=O)[C@@H]1CC[C@H](C)[C@@H](c2ccc(C)cc2)N1C(=O)c1ccc(/C=N/O[C@@H](C)CN2CCCCc3nc(C)c(C)cc32)cc1
 : 1.4 | 3 | 0.1 | x
CC(=O)N1c2cc(N)ccc2NC(=O)CC1C (configuration not stated)
 : 0.6 | 2 | 0.0 | 9
CCCN1CC=C2C(C#N)=C(N)C(C#N)(C#N)C(c3cc(OC)cc(OC)c3)C2C1 (configuration not stated)
 : -1.0 | 10 | 0.1 | -4

Filtered by structure: the entries above with a thiophene ring, fused or not
Second line of a record – GPR151 ag | MITF inh | FBW7 act | TEAD-YAP inh
COc1ccc(NC(=O)c2nn3c(c2Cl)NC(c2cccs2)CC3C(F)(F)F)cc1OC (configuration not stated)
 : -0.3 | 9 | 0.2 | 10
Fc1ccccc1C1C=C(c2cccs2)Nc2nc3ccccc3n21 (configuration not stated)
 : -7.5 | 10 | 0.1 | -38

(cont.)
Second line of a record – GPR151 ag | MITF inh | FBW7 act | TEAD-YAP inh
CC(C)N(CCNC(=O)c1cnc(Nc2ccnn2C)s1)C(C)C
 : -1.2 | 5 | 0.2 | 4
CNc1nsnc1C(=O)O
 : 1.1 | 3 | -0.1 | 0
CC1CCCCN1C(=O)c1cc2c(=O)n(C)c3ccccc3c2s1 (configuration not stated)
 : 5.4* | 6 | -0.1 | -33
Cn1c2c(c(=O)n(C)c1=O)C(c1ccccc1Cl)C1=C(N2)c2ccccc2C1=O (configuration not stated)
 : 0.1 | 3 | 0.0 | 5
Cc1cc(NC(=O)CSCC(=O)Nc2ccc(C)c(C)c2)no1
 : -0.3 | -1 | 0.0 | -4
CN(C)S(=O)(=O)N1CCc2ccccc2C1
 : -0.9 | -5 | -0.1 | -8
Cc1ccc(NC(=O)CSC2=C(C#N)C(c3ccccc3C)C3=C(CCCC3=O)N2)cc1C (configuration not stated)
 : -0.7 | 15 | 0.1 | 17
COc1ccc(C2C(C#N)=C(C)NC3=C2C(=O)CC(c2ccc(Cl)cc2)C3)cc1 (configuration not stated)
 : 0.2 | -4 | 0.1 | 17
CCc1ccc(S(=O)(=O)c2nnn3c2nc(N2CCOCC2)c2ccccc23)cc1
 : 1.5 | -4 | -0.1 | 1
Cc1ccc(Cn2c(NCCO)nc3c2c(=O)n(C)c(=O)n3C)cc1
 : -0.1 | -6 | 0.0 | 42*
O=C(CC1C(=O)NCCN1Cc1ccoc1)NCCCn1ncc2ccccc21 (configuration not stated)
 : -1.2 | 7 | 0.2 | 1
O=C(CSc1ncnc2c1nnn2-c1ccc(F)cc1)Nc1ccc2c(c1)OCO2
 : -0.9 | 8 | 0.0 | 2
O=C(Cn1c(=S)[nH]c2ccccc2c1=O)N1CCN(C(=O)c2ccco2)CC1
 : -1.5 | -12 | -0.3 | -6
Cc1c(C2=CCN(S(=O)(=O)c3cccc4nsnc34)CC2)c2ccccc2n1C
 : 0.3 | 10 | -0.4 | 1
CCC(NS(=O)(=O)c1ccc(OC)cc1)C(=O)NCc1ccc2c(c1)OCO2 (configuration not stated)
 : 0.2 | 10 | 0.1 | 7
CC(C)(C)c1ccc(CSc2nc3ccc(NC(=O)c4cccc5ccccc45)cc3s2)cc1
 : 2.2 | 8 | 0.0 | -17
CCOC(=O)c1c(NC(=S)N2CCCCC2)sc2c1CCN(C(=O)OCC)C2
 : 0.3 | 10 | 0.1 | 5
CCOC(=O)C1CCN(c2nc(C)nc3c2CN(Cc2ccc(Cl)s2)CC3)CC1
 : -1.3 | 1 | 0.0 | 6
CCN1C(=O)C2(c3ccccc31)c1c(oc3ccc(F)cc3c1=O)C(=O)N2CC1CCCO1 (configuration not stated)
 : 0.4 | 4 | 0.2 | 3
CC1CCCC(NC(=O)CCCCCn2c(=S)[nH]c3ccsc3c2=O)C1C (configuration not stated)
 : 2.4 | -2 | -0.2 | -18
O=C(/C=C/c1ccc(F)cc1)Nc1ccon1
 : -7.9 | 5 | 0.2 | -24
O=C(CSC1=Nc2ccccc2C2=NC(c3ccccc3)C(=O)N12)NCc1ccco1 (configuration not stated)
 : -0.3 | -4 | 0.7 | 9
CC(=O)c1ccc(NC(=O)CC(C)(C)C)cc1
 : 2.2 | -3 | 1.1 | -24
C=CCNS(=O)(=O)c1ccc(F)c(C(=O)Nc2ccc(C)cc2)c1
 : -0.5 | 9 | 0.0 | -9
CCOC(=O)c1cc(-c2ccccc2)n(CCCN2CCOCC2)c1C
 : -1.0 | 10 | -0.1 | 14
CC(=O)Nc1ccc2nc(CN3CCN(CCC(C)C)C(CCO)C3)ccc2c1 (configuration not stated)
 : 1.6 | 13 | 0.2 | 1
CN(CCC#N)c1ccc(/C=C2/NC(=O)NC2=O)cc1
 : -0.8 | -3 | 0.2 | 3
CCOC(=O)C(NC(=O)c1ccccc1)(Nc1sc2c(c1C#N)CCCCCC2)C(F)(F)F (configuration not stated)
 : -0.1 | 12 | 0.1 | -3
CC1=C(C(=O)OCC2CCCO2)C(c2ccccc2C)NC(=O)N1 (configuration not stated)
 : -0.3 | 13 | 0.5 | 5
CC(=O)c1ccc(NC(=O)c2ccc(Cl)s2)cc1
 : -2.1 | 17 | 0.3 | -69
Cc1cc(NC(=O)c2cccc(SC(C)C)c2)no1
 : -1.3 | -1 | 0.2 | -54
Nc1cccc(-c2nc3ccccc3o2)c1
 : -4.5 | 12 | 0.2 | -43
O=C(Nc1nnc(-c2ccccn2)o1)c1ccccc1
 : -0.2 | 11 | -0.2 | -22
NC(=O)COC(=O)c1c2c(nc3ccccc13)CCCC2
 : -0.9 | 11 | 0.3 | 1
Cc1noc(C)c1-c1nc(Nc2ccc(N3CCOCC3)cc2)c2ncn(C3CCCCC3)c2n1
 : 0.8 | 26 | -0.2 | -11
C/C(CC(=O)NC1CCCC1)=N\NC(=O)OC(C)(C)C
 : -2.4 | 12 | 0.4 | -41
Cc1ccc(N2C(=O)C3CCCN3C2=S)cc1Cl (configuration not stated)
 : 0.0 | 7 | 0.0 | 8
CN(C)C(=O)Nc1ccc(C(N)=O)cc1
 : 0.1 | 4 | 0.0 | -8
O=C(Nc1cc(Sc2ccccc2)cc([N+](=O)[O-])c1)C(C(F)(F)F)C(F)(F)F
 : 0.7 | 4 | 0.0 | 3
